MazEF act – activators of E. coli MazEF toxin-antitoxin RNase. P0AE70. FAM/BHQ RNA-DNA oligo cleavage fluorescence, 5 h. activation, % at 20 µM. 0.32% of 350,000 active; in the data active = activation above about 50%
Target sequence (P0AE70 whole entry, looked up): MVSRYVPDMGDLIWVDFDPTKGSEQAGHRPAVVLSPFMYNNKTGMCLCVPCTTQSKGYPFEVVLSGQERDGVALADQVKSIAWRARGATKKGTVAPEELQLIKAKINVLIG
Mtb FBA inh – inhibits M. tuberculosis FBA enzyme. P9WQA3. purified M. tuberculosis FBA, fluorescence read-out. inhibition, % at 1 µM. 2.3% of 360,000 active. AID 588726; in the data active = inhibition above about 27%;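 also: 0% = vehicle and 100% = reference inhibitor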
Target sequence (P9WQA3 whole entry, looked up): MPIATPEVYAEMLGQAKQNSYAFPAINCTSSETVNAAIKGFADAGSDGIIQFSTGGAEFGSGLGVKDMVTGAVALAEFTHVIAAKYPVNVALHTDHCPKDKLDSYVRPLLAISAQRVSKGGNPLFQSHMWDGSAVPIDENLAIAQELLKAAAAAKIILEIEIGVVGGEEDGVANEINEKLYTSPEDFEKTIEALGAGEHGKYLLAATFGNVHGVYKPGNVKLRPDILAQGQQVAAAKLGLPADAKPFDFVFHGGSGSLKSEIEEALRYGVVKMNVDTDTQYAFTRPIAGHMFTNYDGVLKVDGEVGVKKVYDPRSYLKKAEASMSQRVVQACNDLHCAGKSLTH
Vc quorum ag – inducers of Vibrio cholerae quorum light production without autoinducers | V. cholerae BH1578 lux reporter, luminescence, 6 h | 0.16% of 350,000 active | AID 588436 | activation, % at 18.7 µM; in the data active = activation mostly above about 9.7%, no sharp cut-off; also: not every result past the cut was called active; inactives centre near 0; reference of the scale not given here
3CLpro inhibitor – SARS-CoV 3CLpro protease inhibition; P0C6X7; recombinant SARS-CoV 3CLpro, quenched FRET peptide cleavage; inhibition, % at 6 µM; 0.14% of 290,000 active; AID 1706; in the data active = inhibition above about 12%
DUSP3 inh – blocks human VHR1 dual specificity phosphatase | 0.52% of 290,000 active | AID 1654 | recombinant VHR phosphatase, pNPP absorbance | inhibition, % at 13.3 µM | P51452; in the data active = inhibition above about 50%; also: some compounds called inactive have numbers as strong as hits
Target sequence (P51452 whole entry, looked up): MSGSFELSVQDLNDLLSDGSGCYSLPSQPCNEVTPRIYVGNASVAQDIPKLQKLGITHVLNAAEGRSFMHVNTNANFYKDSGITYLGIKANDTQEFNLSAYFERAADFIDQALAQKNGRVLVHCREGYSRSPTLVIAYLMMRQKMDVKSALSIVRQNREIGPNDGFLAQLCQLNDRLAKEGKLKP
UGM FP inh – Mtb UDP-galactopyranose mutase inhibition; 0.06% of 320,000 active; purified UGM, fluorescence polarization probe displacement; P9WIQ1; AID 504406; inhibition, % at 10 µM; in the data active = inhibition above about 10%, passing the limit was not always enough
SSB-PriA inh – K. pneumoniae PriA-SSBct interaction inhibition; inhibition, % at 33 µM; AID 1272365; AlphaScreen SSBct-PriA binding, biotinylated peptide; 0.6% of 430,000 active; in the data active = inhibition mostly above about 37%, no sharp cut-off; inactive = mostly below about 20%;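 also: plate controls were negative control peptide for no effect and reference peptide for full effect; strong numbers were not always called active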
GDH-TPI inh – GDH-TPI coupled enzyme inhibition counter-screen; AID 588335; inhibition, % at 4.8 µM; 1.2% of 360,000 active; GDH-TPI coupled enzyme counterscreen, NADH absorbance; in the data active = inhibition above about 30%;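 also: 0% = DMSO wells and 100% = wells lacking the enzyme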
Rv3671c protease – inhibits the M. tuberculosis serine protease Rv3671c | inhibition, % at 5.96 µM | 0.048% of 320,000 active | P9WHR9 | AID 2606; in the data active = inhibition above about 38%;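 also: extracellular domain of Rv3671c used as enzyme; 0% = enzyme with DMSO and 100% = no enzyme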
Target sequence (P9WHR9 whole entry, looked up, the tested form may be a part): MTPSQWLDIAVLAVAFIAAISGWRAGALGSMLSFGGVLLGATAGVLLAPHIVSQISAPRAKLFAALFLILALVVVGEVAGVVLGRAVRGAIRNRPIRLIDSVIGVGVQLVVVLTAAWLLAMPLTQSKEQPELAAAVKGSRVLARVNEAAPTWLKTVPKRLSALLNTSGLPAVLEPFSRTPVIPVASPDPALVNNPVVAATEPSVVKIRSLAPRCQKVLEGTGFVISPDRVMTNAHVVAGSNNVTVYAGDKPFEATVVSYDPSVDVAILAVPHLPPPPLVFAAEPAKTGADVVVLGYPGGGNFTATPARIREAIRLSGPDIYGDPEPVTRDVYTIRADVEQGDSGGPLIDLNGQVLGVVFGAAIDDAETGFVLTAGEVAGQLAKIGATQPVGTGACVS
Mtb BioA inh – blocks M. tuberculosis BioA enzyme activity. inhibition, % at 9.99 µM. 0.096% of 360,000 active. AID 602481. purified M. tuberculosis BioA enzyme, plate reader; in the data active = inhibition above about 40%
The depositor's hits bear a star; i = inactive; . = not tested or not shown; & = joins results of further samples.

SMILES	MazEF act	Mtb FBA inh	Vc quorum ag	3CLpro inhibitor	DUSP3 inh	UGM FP inh	SSB-PriA inh	GDH-TPI inh	Rv3671c protease	Mtb BioA inh
Cc1ccc(-n2ncc(C(=O)NCc3ccc4c(c3)OCO4)c2NC(=O)c2ccco2)cc1C	-2	0	-1.8	3	-8	0.4	16	-1	-6	-0.5
COc1ccc(C(=O)Nc2ccc(S(=O)(=O)Nc3nccnc3OC)cc2)cc1OC	5	6	.	0	-4	-4.9	-1	-1	3	0.7
O=C(NCc1cccnc1)C1c2ccccc2C(=O)N1Cc1ccco1 (configuration not stated)	3	0	i	4	2	1.0	0	4	-4	.
CCN(CC)C(=O)Nc1c(C)n(C)n(-c2ccccc2)c1=O	9	3	i	3	13	-0.4	10	4	1	-0.8
CCc1ccc(NC(=O)CN(C(=O)N2CCN(CC)CC2)S(=O)(=O)c2ccc(C)cc2)cc1	-2	-2	2.3	.	.	-0.6	-3	-4	-4	0.7
O=c1c(/C=N/O)coc2ccc3ccccc3c12	3	6	i	4	0	2.8	.	3	-10	0.1
CCn1c(N2CCN(CC(=O)Nc3cccc(C)c3C)CC2)nc2ccccc21	0	3	-0.1	7	32	0.9	-7	7	2	.
CCN1CCN(S(=O)(=O)c2ccc3c4c(cccc24)C(=O)N3CC)CC1	-5	29*	0.9	.	.	2.3	-10	1	-4	1.7
COCCCNC(=O)CSc1nc2c(sc(=S)n2-c2cc(Cl)ccc2OC)c(=O)[nH]1	8	-1	i	0	10	1.3	-5	29	-3	-0.1
COc1ccc(CCNC(=O)CN(CCc2ccccc2)S(C)(=O)=O)cc1	10	0	-0.4	-8	31	0.0	2	1	0	.
Cc1ccc(COC(=O)CCc2nc3ccccc3c(=O)[nH]2)cc1	-4	2	i	-4	-4	-1.7	0	7	3	.
O=C(COC(=O)/C=C/c1cccc(C(F)(F)F)c1)Nc1cccc(S(=O)(=O)NC2=NCCC2)c1	6	-1	-1.1	.	.	.	.	1	.	-1.6
CNS(=O)(=O)c1ccc2c3c(cccc13)C(=O)N2C	13	21	-0.9	-2	4	-0.1	-3	18	1	2.1
Cc1cccc(S(=O)(=O)NC(=O)C2(C)CCN2C(=O)CCC2CCCC2)c1 (configuration not stated)	.	0	-0.1	.	.	.	.	7	.	-0.8
O=C(Nc1ccc(NC(=O)C2CC2)cn1)c1ccccc1	7	0	-0.1	0	-8	-0.4	8	1	4	-0.9
COCCN1C=C(C(=O)OC)C(c2ccc(OC)c(OC)c2)C(C(=O)OC)=C1	4	29*	10	4	4	0.2	-15	10	9	-0.5
O=C(NCCNc1ccc([N+](=O)[O-])cc1C(F)(F)F)c1ccccc1F	4	3	-2.6	3	26	1.7	19	20	-8	3.8
O=C(C1CCN(S(=O)(=O)c2cnc[nH]2)CC1)N1CCN(c2ncccn2)CC1	-5	4	i	5	-6	1.0	-6	6	3	0.2
CC(=O)c1cccc(NC(=O)CC2S/C(=N/N=C3CCCCCC3)NC2=O)c1 (configuration not stated)	0	-7	0.6	2	16	1.9	.	1	-12	-1.4
O=C(Nc1ccc(C(=O)N2CCN(c3ccccn3)CC2)cc1)c1ccc(Br)o1	2	0	i	.	.	0.4	-5	-10	4	-1.6
COc1cc(NC(=O)c2cc(S(=O)(=O)N3CCCCC3)ccc2N2CCOCC2)cc(OC)c1	-2	-1	-4.3	.	.	1.4	1	-9	7	0.0
CC1CCCCC1NC(=O)COC(=O)c1ccc2c(=O)n3c(nc2c1)CCC3 (configuration not stated)	1	3	-0.7	.	.	1.2	-1	10	-4	-1.5
CC1CCN(CC(=O)N2c3ccccc3CCc3ccccc32)CC1	4	-2	-2.0	-3	13	1.1	5	5	-2	-0.1
Cc1c(C(=O)NCc2ccc3c(c2)cc(C)n3C)cccc1[N+](=O)[O-]	-8	2	-0.6	2	0	-1.3	28&9	9	7	-6.2
CCNC(=O)c1ccc(CSc2ccc(Cl)cc2)cc1	-7	-3	-0.3	-4	-8	-0.6	-5	6	-1	1.9
(more compounds)
SMILES	MazEF act	Mtb FBA inh	Vc quorum ag	3CLpro inhibitor	DUSP3 inh	UGM FP inh	SSB-PriA inh	GDH-TPI inh	Rv3671c protease	Mtb BioA inh
CCOc1cc(/C=C2\N=C(SC(C)C(N)=O)N(c3ccc(OC(F)F)cc3)C2=O)ccc1O (configuration not stated)	-621	-8	i	-1	-5	-3.1	5	3	-8	-21
CC(C)S(=O)(=O)CC(=O)c1ccc(Cl)cc1	5	-1	i	4	21	0.5	-1	6	0	-2.2
Cc1ccc(NC(=S)NC(=O)/C=C/c2ccco2)c(O)c1	-11	-2	-0.2	0	13	0.3	-9	4	-5	1.7
CC1CCCCC1NC(=O)CSc1nnnn1C (configuration not stated)	0	-1	i	.	.	.	0	-2	.	0.5
O=C(O)c1ccc2c(c1)C(=O)N(c1cccc(C(=O)/C=C/c3ccccc3)c1)C2=O	3	0	i	5	6	-1.4	5	3	3	.
C=CCn1c(O)c(N=NC(=S)Nc2cccc(OC)c2)c2ccccc21	-2	-10	-0.2	3	3	-0.6	62	35*	9	-0.4
Cn1c(=O)oc2cc(S(=O)(=O)NCc3ccccn3)ccc21	5	-2	-0.1	0	17	-3.8	-5	0	1	-0.5
C/C(Cn1cnc([N+](=O)[O-])n1)=N\NC(=O)c1ccc(Br)cc1	-2	2	-0.6	5	4	-0.2	.	7	5	7.0
O=C(CSc1ccc(-c2cccnc2)nn1)Nc1ccccc1	1	-3	0.5	3	30	-0.4	-6	10	9	8.2
CC(=O)Nc1ccc2c(c1)ncn2C	3	-2	i	-1	25	-0.1	-12	-5	-1	.
CCc1ccc(-c2cc(C(=O)NN3CCOCC3)c3ccccc3n2)cc1	7	-3	-0.5	3	11	1.4	-12	17	-9	0.5
COc1ccc(-c2cc(C)no2)cc1S(=O)(=O)N(C)c1cccc(C)c1	-7	-3	i	7	3	3.1	-10	10	-9	0.1
O=S(=O)(c1ccccc1)N1N=C(c2ccccc2)CC1c1ccccc1 (configuration not stated)	-2	0	-0.3	2	-8	0.9	-17	-2	0	.
CCOC(=O)N1CCC(N(CCN(C)C)C(=S)Nc2cc(C)cc(C)c2)CC1	-11	2	-0.3	2	17	-0.8	-10	2	-2	.
Cc1ccc2cccc(Oc3ccc([N+](=O)[O-])cc3[N+](=O)[O-])c2n1	-3	-1	-0.3	-1	14	-1.3	-9	6	-2	.
CC1CCN(C(=S)NC(=O)c2ccccc2)CC1	7	2	i	3	16	-1.0	-4	-2	2	-1.4
O=[N+]([O-])c1cccc(S(=O)(=O)Nc2ccc(S(=O)(=O)NCC3CCCO3)cc2)c1 (configuration not stated)	3	0	i	-2	44	0.1	-4	7	1	-1.9
COc1ccc(NC(=O)CCCCC(=O)Nc2ccc(OC)cc2OC)c(OC)c1	-3	2	-0.5	.	.	-0.3	-2	5	9	-1.9
CC(=O)Nc1ccc(S(=O)(=O)NCCC(=O)OCC(=O)NCc2ccccc2)cc1	10	5	i	.	.	1.4	-4	1	9	0.2
Cc1cc(OCc2cc(C(=O)N3CCCCCC3)no2)cc(C)c1Cl	14	2	7.7	1	6	1.8	-7	1	-11	1.4
c1ccc(-c2csc(-n3cccn3)n2)cc1	8	2	1.5	-1	24	0.6	-12	2	6	.
O=C(Oc1ccnc2cc(Cl)ccc12)N1CCCCCC1	-8	2	17*	-2	-1	-0.5	-20	10	2	2.3
COc1cccc(C2NC(=O)c3ccccc3O2)c1OCc1ccccc1F (configuration not stated)	-1	6	-0.1	2	-10	-3.3	5	-3	-16	1.3
O=C(NC1CCNCC1)C1CCCCC1	13	6	-0.3	1	11	0.7	-2	6	3	-0.2
COCCCn1c(SCc2cc(=O)[nH]c3ccccc23)nnc1-c1ccco1	1	-1	-0.3	2	10	-1.8	-11	9	-7	9.0

For reference, 15 of the compounds above.
SMILES	MazEF act	Mtb FBA inh	Vc quorum ag	3CLpro inhibitor	DUSP3 inh	UGM FP inh	SSB-PriA inh	GDH-TPI inh	Rv3671c protease	Mtb BioA inh
CCc1ccc(-c2cc(C(=O)NN3CCOCC3)c3ccccc3n2)cc1	7	-3	-0.5	3	11	1.4	-12	17	-9	0.5
COc1ccc(-c2cc(C)no2)cc1S(=O)(=O)N(C)c1cccc(C)c1	-7	-3	i	7	3	3.1	-10	10	-9	0.1
O=S(=O)(c1ccccc1)N1N=C(c2ccccc2)CC1c1ccccc1 (configuration not stated)	-2	0	-0.3	2	-8	0.9	-17	-2	0	.
CCOC(=O)N1CCC(N(CCN(C)C)C(=S)Nc2cc(C)cc(C)c2)CC1	-11	2	-0.3	2	17	-0.8	-10	2	-2	.
Cc1ccc2cccc(Oc3ccc([N+](=O)[O-])cc3[N+](=O)[O-])c2n1	-3	-1	-0.3	-1	14	-1.3	-9	6	-2	.
CC1CCN(C(=S)NC(=O)c2ccccc2)CC1	7	2	i	3	16	-1.0	-4	-2	2	-1.4
O=[N+]([O-])c1cccc(S(=O)(=O)Nc2ccc(S(=O)(=O)NCC3CCCO3)cc2)c1 (configuration not stated)	3	0	i	-2	44	0.1	-4	7	1	-1.9
COc1ccc(NC(=O)CCCCC(=O)Nc2ccc(OC)cc2OC)c(OC)c1	-3	2	-0.5	.	.	-0.3	-2	5	9	-1.9
CC(=O)Nc1ccc(S(=O)(=O)NCCC(=O)OCC(=O)NCc2ccccc2)cc1	10	5	i	.	.	1.4	-4	1	9	0.2
Cc1cc(OCc2cc(C(=O)N3CCCCCC3)no2)cc(C)c1Cl	14	2	7.7	1	6	1.8	-7	1	-11	1.4
c1ccc(-c2csc(-n3cccn3)n2)cc1	8	2	1.5	-1	24	0.6	-12	2	6	.
O=C(Oc1ccnc2cc(Cl)ccc12)N1CCCCCC1	-8	2	17*	-2	-1	-0.5	-20	10	2	2.3
COc1cccc(C2NC(=O)c3ccccc3O2)c1OCc1ccccc1F (configuration not stated)	-1	6	-0.1	2	-10	-3.3	5	-3	-16	1.3
O=C(NC1CCNCC1)C1CCCCC1	13	6	-0.3	1	11	0.7	-2	6	3	-0.2
COCCCn1c(SCc2cc(=O)[nH]c3ccccc23)nnc1-c1ccco1	1	-1	-0.3	2	10	-1.8	-11	9	-7	9.0

Next part
SMILES	MazEF act	Mtb FBA inh	Vc quorum ag	3CLpro inhibitor	DUSP3 inh	UGM FP inh	SSB-PriA inh	GDH-TPI inh	Rv3671c protease	Mtb BioA inh
O=c1[nH]c(=O)n(Cc2ccccc2)c(O)c1C=Nc1ccc(CN2CCOCC2)cc1	-3	1	-3.4	-5	4	-2.7	-22	18	-1	-0.4
O=C(Nc1ccc([N+](=O)[O-])cc1)C(=O)Nc1cccc(C(=O)O)c1	-3	1	-0.2	-2	10	0.3	-2	21	-15	-2.0
C=CCN(C(=O)c1csnn1)C(C(=O)NC1CCCC1)c1ccccc1F (configuration not stated)	4	-1	i	0	22	-0.2	5	-5	3	0.3
CSc1cccc(NC(=O)C(=O)NCc2ccccc2)c1	-4	3	-0.6	3	24	2.2	-12	1	9	-1.0
Cc1ccc2nc(NC(=O)c3ccc4ncsc4c3)sc2c1	5	16	-0.2	-2	45	-1.3	-11	17	-28	0.3
O=C(NC1CCCCCC1)c1nnc(Cc2ccc(Cl)cc2)o1	5	1	-0.3	2	15	1.4	-15	17	0	0.8
COCCCNC(=O)c1cc(S(=O)(=O)N2CCOCC2)ccc1SCc1cccc(OC)c1OC	10	-1	-0.1	1	-33	-0.7	6	1	12	.
COc1ccccc1N(Cc1ccccc1)S(=O)(=O)c1cccc(C(=O)NCC2CCCO2)c1 (configuration not stated)	-2	0	i	.	.	-3.4	6	6	-23	0.7
C/C(=N\NC(=O)c1cccc(N/N=C(\C)c2ccccc2)c1)c1ccccc1	3	5	-3.6	-6	17	1.2	.	10	-7	.
Cc1ccc(NC(=O)c2ccc(Cl)nc2)cc1S(=O)(=O)N1CCOCC1	1	1	i	.	.	-1.7	-4	4	2	9.9
COc1ccc(CCN(C)Cc2ccc(C(=O)Nc3ccccc3)cc2)cc1OC	-4	1	-5.9	-3	-2	-0.6	-8	4	0	5.8

Assay outcomes as filed in PubChem BioAssay.

An excerpt, so the mix of outcomes need not match the whole.
